D3 ag = activates the human D3 dopamine receptor | P35462 | D3R DiscoveRx beta-arrestin cells, luminescence, 90 min | max activation, % | hit rate 0.58% among 410,000 | AID 652048; in the data active = max activation above about 30%; note: 0% is about no effect; mostly tested at two doses, the higher about 12 µM
Target sequence (P35462 whole entry, looked up): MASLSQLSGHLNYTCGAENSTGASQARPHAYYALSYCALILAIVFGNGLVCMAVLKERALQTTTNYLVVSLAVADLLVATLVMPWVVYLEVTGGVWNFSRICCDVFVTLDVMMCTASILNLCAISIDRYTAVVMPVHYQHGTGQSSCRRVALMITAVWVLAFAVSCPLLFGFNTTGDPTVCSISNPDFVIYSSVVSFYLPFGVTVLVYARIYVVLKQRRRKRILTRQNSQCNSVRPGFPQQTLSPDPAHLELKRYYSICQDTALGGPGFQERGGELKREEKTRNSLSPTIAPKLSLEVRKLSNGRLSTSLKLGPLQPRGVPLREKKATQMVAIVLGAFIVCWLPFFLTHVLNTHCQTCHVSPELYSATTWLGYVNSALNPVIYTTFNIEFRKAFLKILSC
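Agonist-mode cell screen: cells plated at 1500/well and incubated overnight at 37 °C, then exposed to library compounds for 90 min at 37 °C. Detection reagent was added for 30–60 min at room temperature, and luminescence was read.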
aSyn rescue = inhibitors of alpha-synuclein toxicity in yeast; Yeast expressing alpha-synuclein, growth rescue, BacTiter-Glo, 24 h; Potency, µM (top dose mostly 46.1 µM), for the others: at the top dose growth rescue (activation), usual class: activators; hit rate 0.14% among 370,000; note: potency is the fitted concentration of half-maximal effect; % of control where 0% means no effect; nearly all actives have a fitted effect of over 65% in size
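Readout is rescue of growth in alpha-synuclein-expressing yeast, so inhibitors of toxicity appear as activators. Growth after 24 hr at 30 deg C in galactose medium is quantified by luminescence.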
FUS yeast rescue = suppressors of FUS proteinopathy in yeast. S. cerevisiae FUS-expressing, growth rescue, OD600, 24 h. Potency, µM (top dose mostly 76.6 µM), for the others: at the top dose growth rescue (activation), hits mostly activators. hit rate 0.24% among 390,000;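 note: potency is the fitted concentration of half-maximal effect; plate controls were DMSO vehicle for no effect and reference control for full effect; nearly all actives have a fitted effect of over 55% in size; some results filed as inactive show a strong effect at the top dose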
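Read-out: OD at 600 nm after 24hr at 30C, reporting rescue of FUS-induced yeast toxicity. Cells at OD 0.005 in galactose (2%) minimal medium; compounds tested in a dilution series; CP55940 titration from 92uM final as control.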
D3 antag = D3 dopamine receptor (human) antagonism. P35462. hit rate 2.5% among 360,000. max response, negative = inhibition, %. D3R cells, DiscoveRx beta-arrestin luminescence, antagonist mode; stronger effect = lower value; in the data active = max response below about -50%; inconclusive = no clear call, values can overlap the other calls; note: % is set by controls: 0 for no effect and ±100 for the full control effect; mostly tested at two doses, the higher about 12 µM
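Cells expressing the human receptor were seeded at 1500 cells/well, incubated overnight at 37 degrees C in 5% CO2, then exposed to library compounds with dopamine controls for 90 minutes at 37 degrees C before luminescent detection.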
EPAC2 ag = agonists of human EPAC2 (RAPGEF4); Q8WZA2; EPAC2 activation, biochemical qHTS; response scale: 100% = 6.5 mM cAMP response; hit rate 0.079% among 360,000; AID 720711; Potency, µM (series often up to 154 µM), for the others: top-dose activation, hits mostly activators; note: potency is the fitted concentration of half-maximal effect; nearly all actives have a fitted effect of over 50% in size
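Guanine nucleotide exchange by EPAC2 is measured as reduced fluorescence of BODIPY-GDP once it is released from 250 nM Rap1B. Plates are read kinetically for 30 min at room temperature; results are scaled to 6.5 mM cAMP.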
EPAC2 antag = EPAC2 (human) antagonism; hit rate 0.18% among 360,000; EPAC2 GEF exchange of Rap1B-BODIPY-GDP, fluorescence; Potency, µM (series often up to 114 µM), without a hit: at the highest dose activity, negative = inhibition, hits mostly inhibitors; Q8WZA2; note: potency is the fitted concentration of half-maximal effect; % is set by controls: 0 for no effect and ±100 for the full control effect; nearly all actives have a fitted effect of over 45% in size; many of its hits are not listed in these tables
TDP43 rescue = rescues yeast growth from TDP-43 toxicity | TDP-43 expressing yeast growth rescue, BacTiter-Glo, 24 h | Potency, µM (highest dose often 46.1 µM), without a hit: at the top dose growth rescue (activation), actives largely listed as activators | hit rate 1.8% among 410,000 | AID 652104; note: potency is the fitted concentration of half-maximal effect; % of control where 0% means no effect; nearly all actives have a fitted effect of over 50% in size
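In this qHTS, compounds that restore growth of yeast expressing TDP-43 appear as activators. Cells (OD600=0.02, galactose medium, raffinose-pregrown) are incubated with compound 24 hr at 30 deg C and growth is quantified by BacTiter-Glo.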
Abeta yeast res = A-beta toxicity reversal in yeast; Potency, µM (highest dose often 46.1 µM), inactives show at the top dose growth rescue, actives largely listed as activators; hit rate 0.063% among 410,000; yeast expressing A-beta42, growth rescue, OD600, 48 h; response scale: 0% DMSO, 100% iron-clioquinol control; AID 1347071; note: potency is the fitted concentration of half-maximal effect; nearly all actives have a fitted effect of over 55% in size
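Growth rescue measured by 600 nm absorbance after 48 h yeast culture at 30 C with compound. Values normalized between DMSO and an equimolar ferric chloride plus clioquinol control.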
Numbers without * were called inactive; [ ] = another dose, or the depositor's remark. Unless noted, calls come from the whole dose curve; as a rule, active = well fitted curve in the direction sought with a large enough effect; inconclusive = small, poorly fitted or top-dose-only effect, or another doubt; inactive = no such curve, though single readings can be large; an effect the other way counts as inactive or inconclusive. The list is partial; count on the stated rates, not on these rows.

Screening CN(C)c1ccc(NC(=O)CCCc2ccccc2)cc1 returned D3 ag 5, aSyn rescue -2%, FUS yeast rescue 14%, D3 antag -21, EPAC2 ag -4%, EPAC2 antag 5%, TDP43 rescue 10% and Abeta yeast res -12%.
`CCOc1cccc(C2/C(=C(/O)c3ccc4c(c3)CC(C)O4)C(=O)C(=O)N2Cc2cccnc2)c1` (stereo unspecified) gave D3 ag -4, aSyn rescue -8%, FUS yeast rescue 27%, D3 antag 6, EPAC2 ag -9%, EPAC2 antag -6%, TDP43 rescue 3% and Abeta yeast res -4%.
`Oc1ccc(CN2CCN(Cc3ccccc3)CC2)c2cccnc12` gave D3 ag -16, aSyn rescue 0%, FUS yeast rescue 39%, D3 antag -58*, EPAC2 ag 6%, EPAC2 antag 15%, TDP43 rescue 12% and Abeta yeast res -28%.
`COC(=O)[C@@H]1CCCN1Cc1c(C(=O)N2CCOCC2)nc2c(C)cccn12` gave D3 ag -1, aSyn rescue 0%, FUS yeast rescue -15%, D3 antag 6, EPAC2 ag -4%, EPAC2 antag 5%, TDP43 rescue 5% and Abeta yeast res 1%.
CC1=CC(C)(C)N(C(=O)CSc2nnc(-c3ccc(C)cc3)o2)c2ccc(C)cc21 was read as D3 ag 3, aSyn rescue inconclusive, D3 antag -19, EPAC2 ag 3%, EPAC2 antag -18%, TDP43 rescue -17% and Abeta yeast res 4%.
COc1ccc(-n2c(SCC(=O)O)nc3sc4c(c3c2=O)CCCC4)cc1 was read as D3 ag 10, aSyn rescue 7%, FUS yeast rescue 10%, D3 antag -11, EPAC2 ag 6%, EPAC2 antag -3%, TDP43 rescue -16% and Abeta yeast res -10%.
CCN1CCN(S(=O)(=O)c2ccc(Cl)c(C(=O)N(C)Cc3ccccc3)c2)CC1 was read as D3 ag 3, aSyn rescue 0%, FUS yeast rescue -15%, D3 antag -1, EPAC2 ag 8%, EPAC2 antag 2%, TDP43 rescue 18% and Abeta yeast res 23%.
For CCSc1nnc(Nc2ccccc2)s1 the results were D3 ag -2, aSyn rescue 2%, FUS yeast rescue -44%, D3 antag -29, EPAC2 ag -1%, EPAC2 antag -6%, TDP43 rescue inconclusive and Abeta yeast res 2%[9.22 µM].
Screening CCOC(=O)Cc1csc(NS(=O)(=O)c2ccc3ccccc3c2)n1 returned D3 ag 5, aSyn rescue 3%, D3 antag 8, EPAC2 ag 2%, EPAC2 antag 7%, TDP43 rescue 0% and Abeta yeast res 8%.
COCCCNC1=C(C#N)C(=O)NC(c2cccs2)S1 (stereo unspecified) was read as D3 ag 1, aSyn rescue 13%, FUS yeast rescue -29%, D3 antag 2, EPAC2 ag 13%, EPAC2 antag 6%, TDP43 rescue -18% and Abeta yeast res -14%.
`Cc1ncc(C[n+]2ccc(C)c(C)c2)c(N)n1` gave D3 ag 2, aSyn rescue -1%, FUS yeast rescue -31%, D3 antag 34, EPAC2 ag 3%, EPAC2 antag 6%, TDP43 rescue 20% and Abeta yeast res 4%.
For O=c1c2sccc2n(Cc2cc(=O)n3ccccc3n2)c(=O)n1-c1cccc(C(F)(F)F)c1 the results were D3 ag 5, FUS yeast rescue -10%, TDP43 rescue 22% and Abeta yeast res -8%.

Of the compounds above, three have four or more nitrogen atoms:
`COC(=O)[C@@H]1CCCN1Cc1c(C(=O)N2CCOCC2)nc2c(C)cccn12` gave D3 ag -1, aSyn rescue 0%, FUS yeast rescue -15%, D3 antag 6, EPAC2 ag -4%, EPAC2 antag 5%, TDP43 rescue 5% and Abeta yeast res 1%.
`Cc1ncc(C[n+]2ccc(C)c(C)c2)c(N)n1` gave D3 ag 2, aSyn rescue -1%, FUS yeast rescue -31%, D3 antag 34, EPAC2 ag 3%, EPAC2 antag 6%, TDP43 rescue 20% and Abeta yeast res 4%.
For O=c1c2sccc2n(Cc2cc(=O)n3ccccc3n2)c(=O)n1-c1cccc(C(F)(F)F)c1 the results were D3 ag 5, FUS yeast rescue -10%, TDP43 rescue 22% and Abeta yeast res -8%.

A portion taken from the entries so far:
Screening CN(C)c1ccc(NC(=O)CCCc2ccccc2)cc1 returned D3 ag 5, aSyn rescue -2%, FUS yeast rescue 14%, D3 antag -21, EPAC2 ag -4%, EPAC2 antag 5%, TDP43 rescue 10% and Abeta yeast res -12%.
`CCOc1cccc(C2/C(=C(/O)c3ccc4c(c3)CC(C)O4)C(=O)C(=O)N2Cc2cccnc2)c1` (stereo unspecified) gave D3 ag -4, aSyn rescue -8%, FUS yeast rescue 27%, D3 antag 6, EPAC2 ag -9%, EPAC2 antag -6%, TDP43 rescue 3% and Abeta yeast res -4%.

(listing goes on)
COc1ccc2c(C)cc(SCc3c(C)noc3C)nc2c1 was read as D3 ag 9, aSyn rescue 15%, FUS yeast rescue 24%, D3 antag 23, EPAC2 ag -2%, EPAC2 antag -17%, TDP43 rescue 13% and Abeta yeast res -25%.
C=CCn1c(=O)c2ccc(C(=O)NCc3ccccc3)cc2n(Cc2ccc(C)cc2)c1=O was read as D3 ag 3, aSyn rescue -3%, FUS yeast rescue -17%, D3 antag 4, EPAC2 ag -8%, EPAC2 antag 6%, TDP43 rescue 5% and Abeta yeast res -6%.
For O=C(c1ccccc1)C1N=NCC1c1ccc(Cl)cc1 (stereo unspecified) the results were D3 ag 7, aSyn rescue -14%, FUS yeast rescue 7%, D3 antag 1, EPAC2 ag 14%, EPAC2 antag inconclusive, TDP43 rescue -26% and Abeta yeast res 9%.
Screening COCCNC(=O)c1csc2c1CCCC2 returned D3 ag 0, aSyn rescue -1%, FUS yeast rescue -11%, D3 antag 3, EPAC2 ag 6%, EPAC2 antag 1%, TDP43 rescue -9% and Abeta yeast res -16%.
`CCCN(CCC)CCCNC(=O)Cn1ncc2c3ccccc3n(Cc3ccccc3)c2c1=O` gave D3 ag -16, FUS yeast rescue -5%, TDP43 rescue 14% and Abeta yeast res -6%.
For CCn1c(=O)c2sccc2n2c(CCC(=O)Nc3ccc(F)cc3)nnc12 the results were D3 ag -1, FUS yeast rescue -12%, TDP43 rescue 0% and Abeta yeast res -3%.
Screening CC(=O)n1cc([C@@H]2C=C(C(=O)N3CCOCC3)O[C@H](OCc3ccc(CO)cc3)C2)c2ccccc21 returned D3 ag 0, aSyn rescue 2%, FUS yeast rescue 21%, D3 antag 18, EPAC2 ag 1%, EPAC2 antag 11%, TDP43 rescue 0% and Abeta yeast res 14%.
For CCOC(=O)N1CCN(C(=O)NC2CCCCC2)CC1 the results were D3 ag 4, aSyn rescue 5%, FUS yeast rescue -7%, D3 antag 2, EPAC2 ag 2%, EPAC2 antag -6%, TDP43 rescue 14% and Abeta yeast res 10%.
O=C(NCCCN1CCN(c2ccccc2F)CC1)C1CCCN(S(=O)(=O)c2cnc[nH]2)C1 (stereo unspecified) was read as D3 ag 6, aSyn rescue 0%, FUS yeast rescue 2%, D3 antag -71*, EPAC2 ag -7%, EPAC2 antag -26%, TDP43 rescue 22% and Abeta yeast res -3%.
Screening Cc1ccc(NC(=O)CN(C)C(=O)c2ccc(NS(=O)(=O)c3cccc([N+](=O)[O-])c3)cc2)cc1 returned D3 ag 0, aSyn rescue 4%, FUS yeast rescue -2%, D3 antag -6, EPAC2 ag 8%, EPAC2 antag 1%, TDP43 rescue 23% and Abeta yeast res -7%.
For CCOC(=O)CSc1n[nH]c(-c2cccnc2)n1 the results were D3 ag 5, aSyn rescue -8%, FUS yeast rescue 6%, D3 antag -23, EPAC2 ag 10%, EPAC2 antag 3%, TDP43 rescue 14% and Abeta yeast res 15%.
Cc1cccc(NS(=O)(=O)c2ccc3c(c2)OCC(C(=O)N2CCCC2)O3)c1C (stereo unspecified) was read as D3 ag 9, FUS yeast rescue 18%, TDP43 rescue 9% and Abeta yeast res -16%.
For O=C(NCc1ccccc1)c1cc(-c2ccncc2)nc2ccccc12 the results were D3 ag 4, aSyn rescue 13%, FUS yeast rescue 12%, D3 antag 23, EPAC2 ag -1%, EPAC2 antag -14%, TDP43 rescue -15% and Abeta yeast res 13%.
c1ccc2c(c1)ncn2-c1ccc(-c2ccnc3ncnn23)cc1 was read as D3 ag -4, aSyn rescue -5%, FUS yeast rescue 8%, D3 antag -6, EPAC2 ag 5%, EPAC2 antag 3%, TDP43 rescue -1% and Abeta yeast res -7%.
Screening Cc1ccc(S(=O)(=O)N2CCSC2C(=O)O)cc1 (stereo unspecified) returned D3 ag -1, aSyn rescue -1%, FUS yeast rescue 12%, D3 antag 16, EPAC2 ag 2%, EPAC2 antag -3%[57.1 µM], TDP43 rescue -7% and Abeta yeast res 9%.
Screening CCC/C(O)=C1\C(=O)CC(c2ccccc2)CC1=NC(C)C(=O)O (stereo unspecified) returned D3 ag -9, aSyn rescue -10%, FUS yeast rescue 18%, D3 antag -28, EPAC2 ag 8%, EPAC2 antag -1%, TDP43 rescue -2% and Abeta yeast res -10%.
Screening CCc1ccc(NC(=O)C2C3CCC(O3)C2C(=O)O)cc1 (stereo unspecified) returned D3 ag 2, aSyn rescue -1%, FUS yeast rescue -19%, D3 antag 36, EPAC2 ag 0%, EPAC2 antag 4%, TDP43 rescue -4% and Abeta yeast res -7%.
For O=C(CCN1C(=O)/C(=C/c2ccc3c(c2)OCO3)SC1=S)Nc1ccc(C(=O)O)cc1 the results were D3 ag -8, aSyn rescue -11%, FUS yeast rescue 25%, D3 antag -8, EPAC2 ag 3%, EPAC2 antag -11%, TDP43 rescue -17% and Abeta yeast res 7%.
Screening Cc1ccc(NS(=O)(=O)c2ccc3[nH]c4c(c3c2)CCCCC4)cc1 returned D3 ag -5, FUS yeast rescue inconclusive, TDP43 rescue 25%[9.22 µM] and Abeta yeast res 15%.
`Cc1cc(C)nc(N2N=C(C(C)(C)C)CC2=O)n1` gave D3 ag 8, aSyn rescue 2%, FUS yeast rescue 17%, D3 antag 13, EPAC2 ag 5%, EPAC2 antag 0%, TDP43 rescue -14% and Abeta yeast res 5%.
For CCc1nnc(N2C(=N)SCC2=O)s1 the results were D3 ag 3, aSyn rescue -5%, FUS yeast rescue -11%, D3 antag -19, EPAC2 ag 7%, EPAC2 antag 1%, TDP43 rescue -14%[9.22 µM] and Abeta yeast res -7%.
For COc1ccc(NC2=C(Cl)C(=O)N(CCc3ccccc3)C2=O)c(OC)c1 the results were D3 ag 10, aSyn rescue -4%, D3 antag 0, EPAC2 ag 8%, EPAC2 antag -2%, TDP43 rescue 0% and Abeta yeast res 0%.
